# From PubChem
# TR SRC2 fluor cs: counter-screen for TRb-SRC2 inhibitors: fluorescence interference. TRb/SRC2 Texas Red total fluorescence interference. Potency, µM (highest dose often 106 µM), inactives show at the top dose fluorescence change, negative = quenching. 280,000 compounds, 0.29% hits. AID 1479; active = well fitted curve in either direction with a large enough effect; inconclusive = small, poorly fitted or top-dose-only effect; also: % is scaled to controls: 0 for no effect and ±100 for the full control effect
#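 Human TRβ ligand-binding domain (0.6 uM) and Texas Red SRC2 peptide (20 nM) in Tris buffer with 1 uM T3 and 5% DMSO were incubated with pinned compound for 5 hr at ambient temperature. Total fluorescence was computed as S + 2P (555/632 nm).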
# RECQ1 inh: RECQ1 (human) helicase inhibition; P46063; 240,000 compounds, 0.54% hits; RECQ1 DNA unwinding, red fluorescence kinetic read; Potency, µM (doses to about 57.3 µM), without a hit: top-dose activity, negative = inhibition, most hits filed as inhibitors;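 also: plate controls were vehicle for no effect and no enzyme for full effect; nearly all actives have a fitted effect of over 30% in size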
# Target sequence (P46063 whole entry, looked up): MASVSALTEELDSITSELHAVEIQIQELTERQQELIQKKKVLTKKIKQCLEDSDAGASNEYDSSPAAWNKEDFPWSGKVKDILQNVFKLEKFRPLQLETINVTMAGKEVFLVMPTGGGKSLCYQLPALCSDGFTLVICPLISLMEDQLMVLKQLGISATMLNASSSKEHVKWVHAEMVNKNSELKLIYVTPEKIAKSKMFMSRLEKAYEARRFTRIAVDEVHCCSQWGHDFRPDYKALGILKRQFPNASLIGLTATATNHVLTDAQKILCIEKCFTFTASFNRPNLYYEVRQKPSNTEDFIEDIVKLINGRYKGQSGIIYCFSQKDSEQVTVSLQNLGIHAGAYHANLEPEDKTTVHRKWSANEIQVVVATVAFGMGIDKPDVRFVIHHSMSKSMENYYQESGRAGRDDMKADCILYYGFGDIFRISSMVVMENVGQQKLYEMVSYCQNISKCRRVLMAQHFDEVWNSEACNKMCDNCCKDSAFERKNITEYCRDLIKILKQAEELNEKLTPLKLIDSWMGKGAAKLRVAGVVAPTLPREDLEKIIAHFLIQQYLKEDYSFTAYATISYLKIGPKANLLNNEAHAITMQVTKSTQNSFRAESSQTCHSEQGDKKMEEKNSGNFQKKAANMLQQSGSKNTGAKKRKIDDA
#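 RECQ1T1 50 nM; forked duplex (20 bp + 30-nt ss tails) 200 nM, ATP 2 mM final; pH 8.0, 2 mM MgCl2, 2.5 ug/ml poly(dI-dC); 15 min compound preincubation; discontinuous kinetic read over 2 h at RT.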
# HTT ATP protect: protects HTT-Q103 PC12 cells, measured by ATP; PC12 HTT-Q103 induced, cytoprotection, ATP luminescence, 40 h; Potency, µM (titrated, usually from 56.4 µM), inactives show cytoprotection (ATP increase), actives largely listed as activators; 230,000 compounds, 0.14% hits; AID 1471;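 also: % of control where 0% means no effect; nearly all actives have a fitted effect of over 45% in size; toxic huntingtin expression switched on by the ecdysone agonist tebufenozide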
#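 Rat PC12, Q103 Htt exon1-GFP fusion, ecdysone promoter; tebufenozide inducer 100 nM final; compound titration; qHTS, 1500 cells/well; ATPlite luminescent read.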
# TRb SRC2 PPI: TRbeta-SRC2 interaction inhibition; Potency, µM (doses to about 106 µM), for inactives: at the highest dose activity change, negative = inhibition, actives largely listed as inhibitors; TRbeta-SRC2 peptide binding, fluorescence polarization; receptor liganded with 1 µM T3; AID 1469; P10828; 280,000 compounds, 0.065% hits;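 also: plate controls were bound peptide for no effect and peptide without receptor for full effect; nearly all actives have a fitted effect of over 50% in size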
# Target sequence (P10828 whole entry, looked up): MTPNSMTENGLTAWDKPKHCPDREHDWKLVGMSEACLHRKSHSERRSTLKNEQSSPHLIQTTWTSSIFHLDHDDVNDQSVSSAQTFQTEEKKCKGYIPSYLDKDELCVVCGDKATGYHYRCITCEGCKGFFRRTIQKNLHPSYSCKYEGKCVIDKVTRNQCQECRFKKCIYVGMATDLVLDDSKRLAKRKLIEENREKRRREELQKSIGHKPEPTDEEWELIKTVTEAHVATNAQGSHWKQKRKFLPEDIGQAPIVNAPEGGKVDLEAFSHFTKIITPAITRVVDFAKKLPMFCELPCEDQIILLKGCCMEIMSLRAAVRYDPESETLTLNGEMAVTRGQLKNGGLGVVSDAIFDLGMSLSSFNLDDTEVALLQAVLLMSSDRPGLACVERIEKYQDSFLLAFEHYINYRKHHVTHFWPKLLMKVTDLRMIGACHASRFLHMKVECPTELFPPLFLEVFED
#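 Decrease in fluorescence polarization of 20 nM Texas Red SRC2 coactivator peptide flagged inhibition of its binding to 0.6 uM TRb LBD; 1 uM T3 included, incubation 5 hr, ex 555/em 632 nm.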
# An asterisk follows results filed as active; i = inactive; ? = inconclusive; / = not tested or not shown; & = joins results of further samples; [ ] = another dose, or the depositor's remark. Unless noted, calls follow the shape of the dose curve; as a rule, active = well fitted curve in the direction sought with a large enough effect; inconclusive = small, poorly fitted or top-dose-only effect, or another doubt; inactive = no such curve, though single readings can be large; an effect the other way counts as inactive or inconclusive. Potency is read from the fitted curve at half-maximal effect.
1	CCOc1ccc2cc(C#N)c(SCC(=O)N3CCCC3)nc2c1
2	O=C(O)[C@@H]1[C@@H]2O[C@H]([C@@H](Br)[C@H]2Br)[C@H]1C(=O)O
3	CCOc1ccc2nc(Nc3nc4c(c(=O)[nH]3)CCC4)nc(C)c2c1
4	O=C1c2cc([N+](=O)[O-])ccc2-c2ccc3c4ccc5c6c(ccc(c7ccc1c2c73)c64)C(=O)c1cc([N+](=O)[O-])ccc1-5
5	CCOC(=O)Cc1csc(NC(=O)CSc2nnc(-c3ccncc3)n2Cc2ccco2)n1

assay / compound,1,2,3,4,5
TR SRC2 fluor cs,/,/,/,/,/
RECQ1 inh,/,/,/,/,/
HTT ATP protect,-0.4%[10 µM],-18.1%[10 µM],-5.1%,-49.0%[inhibitor][10 µM],-28.6%[10 µM]
TRb SRC2 PPI,/,/,/,/,/

6	Cc1cc(C)n2nc(C(=O)NCc3ccco3)nc2n1
7	CCCCCCC(O)C/C=C/CCCCCCCC(=O)O (stereo not drawn)
8	O[C@@H]1CC[C@H]2Cc3ccccc3N=C21
9	O=C(Nc1cnn(Cc2ccc(F)cc2)c1)c1cc(-c2ccc(Br)cc2)on1
10	O=C(C1CCN(S(=O)(=O)c2cccc3cccnc23)CC1)N1CCN(Cc2ccccc2)CC1

assay / compound,6,7,8,9,10
TR SRC2 fluor cs,/,/,/,/,/
RECQ1 inh,/,/,/,/,/
HTT ATP protect,6.7%[0.074 µM],-0.1%,-13.7%,-9.7%,0.7%
TRb SRC2 PPI,/,/,/,/,/

# Records 9 to 10, reprinted for reference:
9	O=C(Nc1cnn(Cc2ccc(F)cc2)c1)c1cc(-c2ccc(Br)cc2)on1
10	O=C(C1CCN(S(=O)(=O)c2cccc3cccnc23)CC1)N1CCN(Cc2ccccc2)CC1

assay / compound,9,10
TR SRC2 fluor cs,/,/
RECQ1 inh,/,/
HTT ATP protect,-9.7%,0.7%
TRb SRC2 PPI,/,/

# (continued)
11	N[C@@](CC(=O)O)(Cc1ccccc1)C(=O)O
12	O=C(CN1C(=O)NC2NC(=O)NC21)NC1CCCCC1 (stereo not drawn)
13	CC1CCN(C(=O)c2ccc(C(=O)N3CCC(C)CC3)cc2)CC1
14	O=C(CN1C(=O)c2ccccc2C1=O)NC1(C(=O)O)CCCC1
15	CC1(C)N=C(N)N=C(N)N1c1cccc(CSc2ccccc2)c1

assay / compound,11,12,13,14,15
TR SRC2 fluor cs,/,/,/,/,/
RECQ1 inh,/,/,/,/,/
HTT ATP protect,10.4%[10 µM],-13.8%[10 µM],-13.6%[10 µM],13.8%[10 µM],-27.4%[10 µM]
TRb SRC2 PPI,/,/,/,/,/

16	CC(C)[C@@H]1O[C@H](/C=C\c2ccccc2)OCC1(C)C
17	N#Cc1nc(NCCO)nc(Nc2ccccc2)n1
18	CNc1nc(C#N)nc(Nc2ccccc2)n1
19	CC(C)(C)Nc1nc(C#N)nc(Nc2ccccc2)n1
20	N#Cc1nc(NCC2CC2)nc(Nc2ccccc2)n1

assay / compound,16,17,18,19,20
TR SRC2 fluor cs,/,/,/,/,/
RECQ1 inh,/,i,13.1%,-1.0%,-5.7%
HTT ATP protect,-7.7%[10 µM],/,/,/,/
TRb SRC2 PPI,/,/,/,/,/

21	N#Cc1nc(NCCCO)nc(Nc2ccccc2)n1
22	CCCNc1nc(C#N)nc(Nc2ccccc2)n1
23	CC(C)(C)CNc1nc(C#N)nc(Nc2ccccc2)n1
24	CCCCCCCCCCCCCCCC
25	S=C([S-])NCCNC(=S)[S-].[Mn+2]

assay / compound,21,22,23,24,25
TR SRC2 fluor cs,/,/,/,-2.3%[201 µM],2.7%&-10.9%[201 µM]
RECQ1 inh,-8.7%,-7.5%,i,/,/
HTT ATP protect,/,/,/,/,/
TRb SRC2 PPI,/,/,/,3.0%[201 µM],3.8%&9.7%[201 µM]

26	CCOCCOCCOC(C)=O
27	C[Si]1(C)O[Si](C)(C)O[Si](C)(C)O[Si](C)(C)O[Si](C)(C)O1
28	C[Si](C)(Cl)[Si](C)(C)Cl
29	CC(C)(C)c1cc(C(C)(C)C)c(O)c(C(C)(C)C)c1
30	NCCCCCCCCCCCC(=O)O

assay / compound,26,27,28,29,30
TR SRC2 fluor cs,-4.7%[201 µM],-2.5%[201 µM],-0.7%[201 µM],2.8%[201 µM],-5.9%[201 µM]
RECQ1 inh,/,/,/,/,/
HTT ATP protect,/,/,/,/,/
TRb SRC2 PPI,6.1%[201 µM],-3.1%[201 µM],0.4%[201 µM],2.9%[201 µM],3.3%[201 µM]

31	OC1CCC(C2CCCCC2)CC1 (stereo not drawn)
32	CCCCCCCCCCCCN
33	c1ccc(-c2ccc(-c3ccccc3)cc2)cc1
34	O=S(=O)(O)c1ccc(N=Nc2c(O)ccc3cc(S(=O)(=O)O)ccc23)cc1
35	CC/C=C\CCOC(=O)c1ccccc1O

assay / compound,31,32,33,34,35
TR SRC2 fluor cs,-10.4%[201 µM],-2.6%[201 µM],0.9%[201 µM],?,-2.4%[201 µM]
RECQ1 inh,/,/,/,/,/
HTT ATP protect,/,/,/,/,/
TRb SRC2 PPI,-1.4%[201 µM],-0.1%[201 µM],5.3%[201 µM],16.8%[201 µM],-3.5%[201 µM]

36	CCCCCCCCCCCCCc1ccccc1
37	CCN(Cc1cccc(S(=O)(=O)O)c1)c1ccc(C(=C2C=CC(=[N+](CC)Cc3cccc(S(=O)(=O)O)c3)C=C2)c2ccccc2S(=O)(=O)[O-])cc1
38	COc1ccccc1NC(=O)CC(C)=O
39	NN(c1ccccc1)c1ccccc1
40	CC1=CC(=O)CC(C)(C)C1

assay / compound,36,37,38,39,40
TR SRC2 fluor cs,-1.0%[201 µM],-0.1%[201 µM],-3.0%[201 µM],0.1%[201 µM],-2.6%[201 µM]
RECQ1 inh,/,/,/,/,/
HTT ATP protect,/,/,/,/,/
TRb SRC2 PPI,-2.7%[201 µM],-20.1%[201 µM],-1.4%[201 µM],-1.7%[201 µM],-2.1%[201 µM]

# Retrieved one by one from above, five records:
37	CCN(Cc1cccc(S(=O)(=O)O)c1)c1ccc(C(=C2C=CC(=[N+](CC)Cc3cccc(S(=O)(=O)O)c3)C=C2)c2ccccc2S(=O)(=O)[O-])cc1
36	CCCCCCCCCCCCCc1ccccc1
40	CC1=CC(=O)CC(C)(C)C1
38	COc1ccccc1NC(=O)CC(C)=O
39	NN(c1ccccc1)c1ccccc1

assay / compound,37,36,40,38,39
TR SRC2 fluor cs,-0.1%[201 µM],-1.0%[201 µM],-2.6%[201 µM],-3.0%[201 µM],0.1%[201 µM]
RECQ1 inh,/,/,/,/,/
HTT ATP protect,/,/,/,/,/
TRb SRC2 PPI,-20.1%[201 µM],-2.7%[201 µM],-2.1%[201 µM],-1.4%[201 µM],-1.7%[201 µM]

# The results go on:
41	NNS(=O)(=O)c1ccc(Oc2ccc(S(=O)(=O)NN)cc2)cc1
42	CCCCCCCCCc1ccccc1
43	C=Cc1ccccc1Br
44	Cc1ccc(S(=O)(=O)N=C=O)cc1
45	C=C(C)C(=O)OCCN(C)C

assay / compound,41,42,43,44,45
TR SRC2 fluor cs,5.0%[201 µM],-2.4%[201 µM],-0.1%[201 µM],-1.9%[201 µM],4.0%[201 µM]
RECQ1 inh,/,/,/,/,/
HTT ATP protect,/,/,/,/,/
TRb SRC2 PPI,7.8%[201 µM],7.4%[201 µM],0.3%[201 µM],-1.1%[201 µM],5.0%[201 µM]

46	O=C(O)c1ccc2c(c1)C(=O)OC2=O
47	CC1=CC2C3CC(C=C3C)C2C1 (stereo not drawn)
48	C=C(C)C(=O)OCCC[Si](OC)(OC)OC
49	C/C=C/C=C/CCCCCCCO
50	O=C=NC1CCC(CC2CCC(N=C=O)CC2)CC1 (stereo not drawn)

assay / compound,46,47,48,49,50
TR SRC2 fluor cs,-0.2%[201 µM],-4.9%[201 µM],2.5%[201 µM],-4.8%[201 µM],-0.1%[201 µM]
RECQ1 inh,/,/,/,/,/
HTT ATP protect,/,/,/,/,/
TRb SRC2 PPI,-2.6%[201 µM],1.4%[201 µM],1.8%[201 µM],3.4%[201 µM],6.2%[201 µM]

51	CC1(C)C(=O)N(Br)C(=O)N1Br
52	O=C(OCCOCCOC(=O)c1ccccc1)c1ccccc1
53	C1=C/CC/C=C/CC/C=C/CC/1
54	CCCCCCCCCC(C)=O
55	CC1(C)[C@@H]([C@@H](Br)C(Br)(Br)Br)[C@H]1C(=O)O[C@H](C#N)c1cccc(Oc2ccccc2)c1

assay / compound,51,52,53,54,55
TR SRC2 fluor cs,0.7%[201 µM],3.5%[201 µM],-3.7%[201 µM],-3.8%[201 µM],1.9%[201 µM]
RECQ1 inh,/,/,/,/,/
HTT ATP protect,/,/,/,/,/
TRb SRC2 PPI,-5.8%[201 µM],9.8%[201 µM],-11.5%[201 µM],6.9%[201 µM],3.4%[201 µM]

56	C=CCCCCCCCCC=O
57	CC(COCC(C)OC(=O)c1ccccc1)OC(=O)c1ccccc1 (stereo not drawn)
58	O=S(=O)(O)c1cc(S(=O)(=O)O)c2c(N=Nc3ccccc3)c(O)ccc2c1
59	O=C(O)c1cc2ccccc2cc1O
60	COC(OC)(C(=O)c1ccccc1)c1ccccc1

assay / compound,56,57,58,59,60
TR SRC2 fluor cs,-0.7%[201 µM],-2.8%[201 µM],-14.1%[201 µM],-5.6%[201 µM],-2.8%[201 µM]
RECQ1 inh,/,/,/,/,/
HTT ATP protect,/,/,/,/,/
TRb SRC2 PPI,-4.6%[201 µM],-0.7%[201 µM],-0.3%[201 µM],0.8%[201 µM],-2.9%[201 µM]

61	O=C(Cl)c1cccc(C(=O)Cl)c1
62	CC(C)Cc1c(C(=O)O)c(C(F)F)nc(C(F)(F)F)c1C1=NCCS1
63	CC(C)(C)c1ccc(O)c(C(C)(C)C)c1
64	COC(=O)c1ccc(I)cc1S(=O)(=O)NC(=O)Nc1nc(C)nc(OC)n1
65	CCCCC/C=C\C/C=C\CCCCCCCC(=O)OC

assay / compound,61,62,63,64,65
TR SRC2 fluor cs,-3.5%[201 µM],-1.9%[201 µM],-2.4%[201 µM],0.6%[201 µM],2.9%[201 µM]
RECQ1 inh,/,/,/,/,/
HTT ATP protect,/,/,/,/,/
TRb SRC2 PPI,-5.0%[201 µM],0.5%[201 µM],-1.4%[201 µM],-1.8%[201 µM],4.9%[201 µM]

# Rewritten with each value named: part of the list above
63: CC(C)(C)c1ccc(O)c(C(C)(C)C)c1
  TR SRC2 fluor cs: -2.4%[201 µM] | RECQ1 inh: / | HTT ATP protect: / | TRb SRC2 PPI: -1.4%[201 µM]

64: COC(=O)c1ccc(I)cc1S(=O)(=O)NC(=O)Nc1nc(C)nc(OC)n1
  TR SRC2 fluor cs: 0.6%[201 µM] | RECQ1 inh: / | HTT ATP protect: / | TRb SRC2 PPI: -1.8%[201 µM]

65: CCCCC/C=C\C/C=C\CCCCCCCC(=O)OC
  TR SRC2 fluor cs: 2.9%[201 µM] | RECQ1 inh: / | HTT ATP protect: / | TRb SRC2 PPI: 4.9%[201 µM]

# Look-ups from above:
# entry 61 in TR SRC2 fluor cs = -3.5%[201 µM]
# entry 63 in TRb SRC2 PPI = -1.4%[201 µM]
# entry 64 in TR SRC2 fluor cs = 0.6%[201 µM]

# The results go on:
66	CCCCCCCCCCCCCCCCN(C)C
67	C=C[Si](C)(C)O[Si](C)(C)C=C
68	O=S(c1ccc(Cl)cc1)c1cc(Cl)c(Cl)cc1Cl (stereo not drawn)
69	CN(C)c1nc(=O)n(C2CCC(O)CC2)c(=O)n1C (stereo not drawn)
70	CCCCCCCC(=O)OC
71	C=CCOC(=O)CC(C)C
72	CCNc1nc(N)nc(Cl)n1

assay / compound,66,67,68,69,70,71,72
TR SRC2 fluor cs,-2.7%[201 µM],-2.8%[201 µM],1.8%[201 µM],-0.4%[201 µM],-2.7%[201 µM],-3.6%[201 µM],-5.2%&-2.8%[201 µM]
RECQ1 inh,/,/,/,/,/,/,/
HTT ATP protect,/,/,/,/,/,/,/
TRb SRC2 PPI,-0.2%[201 µM],2.9%[201 µM],-1.8%[201 µM],-0.4%[201 µM],5.9%[201 µM],-2.3%[201 µM],-4.3%&-2.1%[201 µM]

# Not all compounds are listed; rates above refer to the full screens.
